Source: PubChem BioAssay
HTR2A ag – mouse Htr2a agonists via beta-arrestin recruitment, primary screen, cell-based, luminescence; 5-hydroxytryptamine receptor 2A (Mus musculus), P35363; CHO-K1 mHTR2A beta-arrestin complementation; percent of 30 µM serotonin response; activation, % at 7.6 µM; 360,000 compounds, 0.66% hits; AID 624169, 2012;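 active means activation above a run cutoff, the mean activation of all tested compounds plus 3 SD, cut at about 14% in these data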;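 further: 0% = plate median of compound wells and 100% = 30 µM serotonin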
Glyco luc inh – increase of ERlucT glycosylation luciferase signal, primary screen, N-linked glycosylation inhibitor project, D54 ERlucT cells, luminescence, set 2; D54 ERlucT glycosylation luciferase reporter, 24 h; percent of 100 nM tunicamycin response; 360,000 compounds, 0.23% hits; reporter increase, % at 12.5 µM; AID 588692, 2011;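 active means mean luciferase reporter signal, scaled so untreated is 0 and the glycosylation-blocking control 100, at or above a set limit in every replicate; inconclusive means mean reaches the limit but not every replicate does; inactive means mean below the limit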;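 further: luciferase carries N-glycosylation sites so blocking glycosylation raises the light; 0% = median of neutral control wells and 100% = median of 100 nM tunicamycin wells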
Vif inh – HIV Vif self-association inhibitors, primary screen, imaging, HEK293T, single point. inhibition, % at 7.49 µM. 340,000 compounds, 0.35% hits. HEK293T cells, Vif self-association by quenched fluorescence, 24 h. AID 602346, 2012; in the data active means inhibition above about 50%, passing the limit was not always enough; inconclusive means no clear call, values can overlap the other calls; inactive means below about 31%; further: some results filed as inactive read as strong as hits
MC4R barr agon – MC4R agonists recruiting beta-arrestin, primary screen, cell-based, luminescence, agonist arm of biased-ligand search | activation, % at 8.9 µM | U2OS MC4R beta-arrestin complementation; percent of melanotan II response, DMSO zero | Melanocortin receptor 4 (Homo sapiens), P32245 | 360,000 compounds, 0.98% hits;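 active means activation above a per-plate cutoff, the mean activation of sample wells on that plate plus 3 SD, cut at about 8% in these data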
ABCB6 inh 2 – ABCB6 transporter inhibitors, primary screen, K562-ABCB6 cells, flow cytometry, MLPCN library; ATP-binding cassette sub-family B member 6 (Homo sapiens), Q9NP58; K562-ABCB6 porphyrin accumulation, 1 h; stronger effect = lower value; fluorescence ratio to DMSO, % at 10 µM; 360,000 compounds, 0.19% hits;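 active means fluorescence ratio to DMSO below 75%, the collection mean minus 3 SD; inconclusive means too few cells collected in the well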;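 further: signal is porphyrin accumulated inside mitochondria; 100% equals median channel fluorescence of DMSO control wells; lower ratio means ABCB6 inhibition with less porphyrin fluorescence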
Target sequence (Q9NP58 whole entry, looked up): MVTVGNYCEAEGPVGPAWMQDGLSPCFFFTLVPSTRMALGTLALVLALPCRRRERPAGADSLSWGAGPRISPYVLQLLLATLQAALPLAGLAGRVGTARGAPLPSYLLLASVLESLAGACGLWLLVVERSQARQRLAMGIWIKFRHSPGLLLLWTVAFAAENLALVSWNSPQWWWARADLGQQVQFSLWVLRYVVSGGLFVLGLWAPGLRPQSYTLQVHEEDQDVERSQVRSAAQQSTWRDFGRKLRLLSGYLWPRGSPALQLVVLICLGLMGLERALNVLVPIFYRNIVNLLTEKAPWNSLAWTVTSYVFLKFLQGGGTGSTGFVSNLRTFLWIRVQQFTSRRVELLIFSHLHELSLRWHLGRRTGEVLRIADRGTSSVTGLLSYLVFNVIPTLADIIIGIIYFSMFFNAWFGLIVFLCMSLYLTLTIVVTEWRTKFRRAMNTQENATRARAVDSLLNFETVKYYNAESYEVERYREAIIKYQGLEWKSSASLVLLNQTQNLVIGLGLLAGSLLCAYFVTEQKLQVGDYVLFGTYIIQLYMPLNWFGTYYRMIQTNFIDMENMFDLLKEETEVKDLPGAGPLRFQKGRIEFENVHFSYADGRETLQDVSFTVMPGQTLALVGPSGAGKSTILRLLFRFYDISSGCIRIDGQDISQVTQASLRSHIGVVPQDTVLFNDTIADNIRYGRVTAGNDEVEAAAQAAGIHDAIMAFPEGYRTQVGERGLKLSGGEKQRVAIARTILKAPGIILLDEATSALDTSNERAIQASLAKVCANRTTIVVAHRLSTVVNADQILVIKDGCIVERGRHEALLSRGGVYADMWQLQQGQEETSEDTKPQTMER
PDI turbidity – inhibitors of human PDI, primary screen, biochemical, turbidity, single point, plate reader; Protein disulfide-isomerase (Homo sapiens), P07237; PDI insulin aggregation turbidity, A650, 90 min; inhibition, % at 10 µM; 350,000 compounds, 0.052% hits;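 active means mean inhibition across replicates of 30% or more, whatever share of single replicates reach that level; inconclusive means mean inhibition below 30% while every single replicate reaches 30%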;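 further: absorbance from insulin aggregation driven by PDI reduction with DTT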
Cardio protect – cardioprotection against H2O2-induced cell death, primary screen, uHTS, H9c2 cells, ATPLite luminescence | protection from H2O2 cell death, % at 20 µM | 360,000 compounds, 0.63% hits | H9c2 cardiomyocytes, H2O2 injury protection, 2 h;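 active means compounds giving at least 50% protection of heart cells from peroxide-induced death in the single-dose screen, raw or plate-pattern-corrected value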;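 further: 0% = DMSO wells with peroxide and 100% = DMSO wells without peroxide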
MC4R antagonist – MC4R antagonists of cAMP signaling, primary screen, cell-based, TR-FRET, antagonist arm of biased-ligand search; Melanocortin receptor 4 (Homo sapiens), P32245; inhibition, % at 6.5 µM; 360,000 compounds, 0.48% hits; MC4R-expressing cells, MTII-stimulated cAMP, LANCE TR-FRET;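 active means inhibition above its plate's cutoff, the mean of tested wells on that plate plus 3 SD, cut at about 29% in these data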;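 further: 0% = Melanotan II alone and 100% = Melanotan II plus saturating MCL0020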
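Material: human MC4R-expressing U2OS cells. Probe or stimulus: Melanotan II challenge. Dosing: 6.5 µM single dose. Times: 30-min compound, 1-h challenge, 1-h detection, room temperature. Technique: TR-FRET with Eu-cAMP and labeled anti-cAMP, 671 nm. Replication: singlicate.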
CaV13 ICDI inh – Primary screen for inhibitors of IQ motif and Ca2+-dependent inactivation inhibitor domain binding in CACNA1D, Förster resonance energy transfer in living cells, …; HEK cells, CFP/YFP FRET ICDI-IQ, plate reader, 10 min; percent FRET-ratio fall versus neutral wells; inhibition, % at 12.3 µM; 340,000 compounds, 0.098% hits; AID 743397;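 active means mean replicate inhibition of at least 30% and at least 1% of replicates passing that level; inconclusive means only one of the two criteria is met; inactive means neither criterion is met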;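 further: 0% = median of the neutral control wells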
aDG glyco act – activators of alpha-DG glycosylation, primary screen, uHTS, Pro5-aDG cells, AlphaScreen; alpha-DG glycosylation AlphaScreen (IIH6); 0% Pro5, 100% B10-LARGE cell signal; activation, % at 10 µM; 360,000 compounds, 0.22% hits; AID 624168, 2012;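 active means activation of at least 8% versus controls, or a plate z-score of at least 8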;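 further: Pro5 are CHO cells carrying HIG-tagged alpha-DG that lacks glycosylation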
* = called active by the depositor; ? = inconclusive; · = not tested or not shown.

SMILES	HTR2A ag	Glyco luc inh	Vif inh	MC4R barr agon	ABCB6 inh 2	PDI turbidity	Cardio protect	MC4R antagonist	CaV13 ICDI inh	aDG glyco act
CCn1c(SCc2nc3ccccc3c(=O)[nH]2)nc2ccccc21	-2	0	0	-0.5	93	5	25	7	-7	0.3
CC(=O)Nc1ccc(NC(=O)CCCc2c[nH]c3ccccc23)cc1	0	0	-2	-2.6	94	-27	0	5	-2	-0.1
CC1CCc2c(sc(/N=C/c3ccco3)c2C(N)=O)C1 (configuration not stated)	0	0	-3	-1.1	97	3	-9	-2	-7	-0.3
CCOc1cc(/C=N/NC(=O)COc2ccccc2C)ccc1OC(=O)c1cccs1	4	1	-1	1.7	102	-2	0	11	-5	0.2
COc1ccccc1N(CC(=O)N/N=C/c1ccc(SC)cc1)S(C)(=O)=O	-4	2	4	-0.5	98	-1	1	16	-2	0.0
Cc1ccc(SCCNC(=S)Nc2ccccc2)cc1	-6	0	-9	0.6	99	2	-13	0	·	0.0
O=C(CCCOc1ccccc1)Nc1cccc([N+](=O)[O-])c1	-8	3	12	-1.1	104	9	-8	-2	1	-0.3
CCOc1ccc(Nc2nc3ccccc3c(=O)s2)cc1	1	0	5	-0.4	97	1	0	-1	-3	0.1
CC1CN(C(=O)COc2ccc3c(-c4ccccc4)cc(=O)oc3c2)CC(C)O1 (configuration not stated)	0	-2	2	-0.7	92	3	6	2	-2	-0.2
COC(=O)c1cn(C)c2ccc(S(=O)(=O)N3CCOCC3)cc2c1=O	4	2	-2	-1.6	100	-7	1	8	-5	-0.2
O=[N+]([O-])c1ccc(Cl)cc1Sc1ccccn1	5	0	7	-1.2	97	0	1	3	-4	-0.1
CCC(C)(C)c1ccc(Oc2cccc(C(=O)O)c2)cc1	-5	1	-6	-1.8	99	13	2	11	-19	-0.1
CN1CCN(c2nc(-c3ccccc3O)nc3ccccc23)CC1	-15	21	-1	-0.2	97	6	25	2	-9	-0.1
O=C(CN(C1CCCCC1)S(=O)(=O)c1ccc(Cl)cc1)NCc1cccnc1	1	-3	-1	-0.4	105	4	8	10	-5	0.1
CCOC(=O)c1c(C)n(C)c2ccc(OCC(O)CN3CCN(C)CC3)cc12 (configuration not stated)	-9	2	16	1.4	99	0	0	4	?	0.0
CSc1ccc2c(c1)C(N1CCN(C)CC1)Cc1ccc(F)cc1S2 (configuration not stated)	-8	-9	27	6.2	101	2	-3	-1	-5	-0.3
Cc1cc(NCc2ccccc2)nc2ccccc12	-9	1	13	-0.7	98	1	-3	12	·	0.1
Cc1ccc(S(=O)(=O)C(C)C(=O)c2ccc3c(c2)OCCO3)cc1 (configuration not stated)	-1	1	-4	-1.8	105	-23	-8	0	-3	0.1
CCOC(=O)c1cc(C#N)c(N2CCCC2)nc1-c1ccccc1	-6	0	·	1.4	186	-1	2	-1	·	0.3
CC(C)(C)c1ccc(C(=O)NCC(=O)OCc2ccc([N+](=O)[O-])cc2)cc1	-2	1	2	1.4	101	-10	-9	6	-5	-0.1
C#CCOc1c(Cl)cc(/C=N/NC(N)=S)cc1OCC	6	-1	2	0.2	99	0	-5	-13	-5	-0.6
Cc1ccc(C)c2[nH]c(=O)c(CN(CC3CCCO3)C(=S)NCc3ccco3)cc12 (configuration not stated)	1	-1	9	-0.6	95	5	14	12	-5	-0.1
CC(=O)c1cccc(NS(=O)(=O)c2c(C)n[nH]c2C)c1	1	1	5	1.4	97	2	2	3	·	0.1
CSc1nnc2c3c4c(sc3c(=O)n(-c3ccccc3)n12)CC(C)(C)OC4	2	2	·	0.9	87	14	17	5	-6	-0.5
Cc1ccc(C2(CCNCc3ccco3)CCOC(C(C)C)C2)cc1 (configuration not stated)	-4	-4	3	1.6	92	-3	-1	25	-4	0.0
COc1ccc(C(=O)CN2C(=O)c3ccccc3S2(=O)=O)cc1	7	-22	4	-0.4	101	5	-7	16	-5	-0.2
COC(=O)Cn1ncn2cccc2c1=O	3	2	0	0.2	100	3	11	2	·	0.2
CCOc1ccc(NC(=O)CN2CCN(CC(=O)c3ccc(OCC)cc3)CC2)cc1	5	-3	6	0.6	104	1	-4	24	-1	0.1
CCOc1ccc(C(=O)NNC(=O)CNC(=O)c2ccc(C)s2)cc1OC	-1	0	10	-2.2	102	-7	-1	5	-2	0.0
COC(=O)c1ccccc1Sc1c(/C=N/OC(=O)c2ccccc2)c(C(F)(F)F)nn1C	-4	1	2	-2.3	95	-3	-4	3	-5	-0.2
O=C(O)c1ccc2c(c1)C1C=CCC1C(c1ccncc1)N2 (configuration not stated)	-1	1	-3	-1.0	98	6	1	3	-15	-0.1
CC(C)(C)C(=O)Oc1ccc2cc(-c3ccc4ccccc4n3)c(=O)oc2c1	1	5	6	-2.4	92	-12	0	6	-5	-0.4
CCc1ccc(NC(=O)C(=O)NCCN2CCN(C(=O)c3ccco3)CC2)cc1	-3	1	-30	0.1	100	-1	0	7	·	0.8
CCN(C(=O)Cn1nc(C)c([N+](=O)[O-])c1C)c1c(N)n(Cc2ccccc2)c(=O)[nH]c1=O	-5	-1	4	-3.7	97	-5	3	1	-4	2.4
Cc1ccc2cc(C(c3nnnn3C3CCCC3)N3CCN(c4ccc(F)cc4)CC3)c(=O)[nH]c2c1 (configuration not stated)	0	-5	0	-0.5	96	1	3	2	-4	-0.1
O=C(c1ccco1)N1CCN(Cc2cc(=O)c(OCc3cccc(Cl)c3)co2)CC1	-3	2	-1	-1.7	92	5	0	13	-7	-0.2
O=C(COC(=O)/C=C/c1cc(Br)ccc1F)NC1CC1	-2	0	-3	0.1	105	0	-6	7	-6	-0.5
Cc1ccc(C(=O)C(C)OC(=O)C2CC(=O)N(C3CCCCC3)C2)cc1 (configuration not stated)	-4	1	5	-1.8	95	-9	-3	-4	-4	-0.1
CC1CCN(C(=O)CSc2nc3c(cnn3-c3ccccc3)c(=O)[nH]2)CC1	-1	1	-16	-0.4	101	14	4	4	-7	0.2
Nc1nc(NCCO)nc(NCC2CCCO2)c1[N+](=O)[O-] (configuration not stated)	-2	8	2	0.1	97	1	-4	4	-5	-0.5
Cn1nnnc1SCC(=O)NC(=O)Cc1ccccc1	-5	0	6	-1.7	91	0	1	4	-4	-0.2
Cc1c(/C=N/n2cnnc2)c2ccccc2n1C	4	1	3	1.4	103	8	3	-4	-5	-0.2
Cc1nn(C(C)C(=O)NCCCN(Cc2ccccc2)C(C)C)c(=O)c2c1sc1ccccc12 (configuration not stated)	-7	-3	2	-2.5	99	7	-1	-4	-4	0.7
CCOC(=O)[C@@H]1[C@H]2COc3cc(OC)ccc3[C@H]2N2C(=O)N(c3ccc(C)cc3)C(=O)[C@]12C	2	2	-5	-0.9	102	-4	-3	8	-5	-0.1
Cc1cc(C)c(S(=O)(=O)N2CCOC23CCN(S(C)(=O)=O)CC3)c(C)c1	0	-2	14	-1.3	101	-3	1	-1	-15	0.3
c1ccc(CCC2CCCCN2Cc2nc(-c3ccc4c(c3)OCO4)no2)nc1 (configuration not stated)	-1	-2	2	0.5	87	0	-11	16	-3	-0.1
C=C(C)C(=O)Nc1cccc(C2=NOC3(C2)C[C@@H](C(N)=O)N(C(=O)/C=C/CC)C3)c1 (some centres not stated)	0	2	15	-0.6	86	10	-1	-2	-7	0.2
NC(=O)CC1(CC(=O)O)CCCCC1	4	2	5	-2.6	97	0	1	-4	-8	-0.1
COC(=O)c1c(NC(=O)CN(c2ccc(C)c(C)c2)S(C)(=O)=O)sc2c1CCCC2	-3	-2	6	-0.2	99	7	-9	28	-3	0.1
CCOC(=O)c1c(=O)n(O)c2ccc(OC)cc2[n+]1[O-]	13	2	-2	-0.9	94	17	3	-2	-5	-0.5
O=C(O)c1ccc(Oc2ccc(S(=O)(=O)c3ccc(C(=O)O)c(C(=O)O)c3)cc2)cc1	6	1	-4	-0.2	94	-3	-1	-1	-2	0.0
COc1ccc(OCC(O)Cn2c(=N)n(Cc3ccccc3)c3ccccc32)cc1 (configuration not stated)	-9	8	-30	0.2	96	9	-15	-2	-6	2.2
COc1cc(/C=C(\C#N)C(=O)Nc2ccc3ccccc3c2)c([N+](=O)[O-])cc1OC	-2	2	-3	20*	96	-9	-11	-16	-5	0.3
Cc1nn2c(N)c(C#N)cnc2c1-c1ccc(Cl)cc1	2	6	-7	-0.7	98	3	10	-1	·	-0.1
Nc1nonc1C(=O)NCCc1ccccc1	6	1	-1	-0.5	103	6	-5	4	-5	-0.1
O=[N+]([O-])c1cccc(/C=N/n2cnnc2)c1	3	3	-4	0.5	98	0	10	15	-5	0.1
COCCNC(=O)/C(C#N)=C/c1ccc(-c2ccc(OC)cc2[N+](=O)[O-])o1	-2	3	-2	-0.7	116	-3	-10	-12	-7	-0.3
COc1ccc(C(=O)Nc2ccccc2C(=O)NC(Cc2ccc(O)cc2)C(=O)NNC(=O)c2ccccc2)cc1 (configuration not stated)	0	2	0	-1.5	101	-1	18	4	-3	0.0
O=C1NC(=S)S/C1=C/c1ccc(N2CCOCC2)o1	-1	0	10	6.0	123	-4	-6	-12	·	0.1
CCOc1ccccc1C(=O)N(C)CC(=O)Nc1ccc(OC)cc1	5	2	-10	0.8	99	-18	9	3	-5	-0.1
The list goes on.
SMILES	HTR2A ag	Glyco luc inh	Vif inh	MC4R barr agon	ABCB6 inh 2	PDI turbidity	Cardio protect	MC4R antagonist	CaV13 ICDI inh	aDG glyco act
COc1ccc(NC(=O)NCc2ccccn2)cc1	3	0	-10	1.3	90	2	-2	-5	-1	-0.2
CCOC(=O)c1sc2ncnc(OC)c2c1C	2	3	0	-1.6	96	-3	1	5	-5	-0.1
CCOC(=O)C1CCCN(C(=O)c2ccc(C)c([N+](=O)[O-])c2)C1 (configuration not stated)	-6	1	5	-0.9	101	5	2	6	-4	-0.1
CN1C(=O)CSC1=NC12CC3CC(CC(C3)C1)C2	1	-1	·	5.4	100	0	-6	4	-5	0.1
